# M17LAP inhibition: P. falciparum M17LAP inhibitors, primary screen, biochemical, fluorogenic H-Leu-NHMec substrate, 1536-well (AID 1619); inhibition, % at 30 µM, or IC50 in µM where a hit was titrated; recombinant M17LAP, H-Leu-NHMec fluorogenic kinetic assay; higher % means a stronger effect; Leucine aminopeptidase (Plasmodium falciparum (isolate 3D7)); 220,000 tested, 0.38% active;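 active means compound inhibiting the enzyme by more than half at any dose during confirmatory dose-response retesting; inconclusive means strong single-dose inhibitors picked by rank but not retested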;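 further: plate controls were full reaction with DMSO carrier for no effect and no enzyme background for full effect; strong numbers were not always called active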
# K1F lysis inhibition: inhibition of K1F phage lysis, E. coli UTI89, bacterial capsule biogenesis inhibitors, alamar blue (AID 488966); 340,000 tested, 0.02% active; E. coli UTI89 K1F phage lysis, alamar blue, 2 h; higher % means a stronger effect; one-dose inhibition, % at 100 µM; IC50 in µM for titrated hits;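 active means phage lysis inhibition, versus mean bacterial control, above a set limit; inconclusive means no clear call, values can overlap the other calls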;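 further: capsule biogenesis inhibitors block K1F phage lysis so surviving cells raise fluorescence; higher fluorescence means more inhibition of phage lysis; actives were called in the ten point dose series up to 300 µM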
# ER stress rescue: rescue of cells from ER stress-induced death, primary screen, 384-well, CSM14.1, thapsigargin, ATP luminescence (AID 1222) | one-dose cellular ATP content (survival), % at 20 µM; EC50 in µM for titrated hits | CSM14.1 thapsigargin-induced death rescue, ATP luminescence; higher % means a stronger effect | 190,000 tested, under 10 active;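 active means EC50 below 50 µM in the dose-response confirmation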;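 further: death triggered by thapsigargin at about 15 µM added after 2 h compound pretreatment; cell ATP read after overnight thapsigargin exposure of roughly 18 to 22 hours; normalized against plate controls of thapsigargin alone and 5% DMSO vehicle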
# Autophagy HCS: autophagy modulators in MEF cells, primary screen, imaging, high-content, MEF GFP-LC3; AID 463193, 2010; 190,000 tested, 0.98% active; MEF GFP-LC3 puncta imaging; test concentration mostly 10 µM; calls only at 10 µM (by protocol);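 active means percentage of spot-positive cells more than 3 SD above its plate mean, without a fluorescence outlier flag or 80% toxicity; inconclusive means no clear call, values can overlap the other calls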;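 further: spot-positive cell cutoff set from DMSO-treated cells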
# bCat nuc transl: modulators of beta-catenin nuclear translocation, primary screen, imaging, HeLa cells, immunofluorescence, high-content | nuclear translocation activity, % at 5 µM | 190,000 tested, 0.3% active;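 active means nuclear translocation activity above 50% at 5 µM, with a well cell count of 50 or more; inconclusive means wells under 50 cells across six images, flagged as toxic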;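 further: per-cell ratio of nuclear to cytoplasmic median beta-catenin stain intensity; plate controls were DMSO negative control for no effect and GSK-3 inhibitor IX positive control for full effect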
#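 assay system = human HeLa cells, endogenous beta-catenin | times = compound treatment 24 h, 37°C, 5% CO2 | detection = Anti-beta-catenin immunofluorescence on PFA-fixed, Triton-permeabilized cells, DAPI nuclei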
# Ins promoter up: insulin promoter activators in MIN6 cells, imaging, high-content screening, mouse beta cells; MIN6 insulin promoter-GFP reporter; stronger effect = higher value; AID 1625, 2009; z-score at 5 µM; 190,000 tested, 0.3% active;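 active means z-score above 3 at 5 µM with at least 500 cells counted in the well; inconclusive means wells under 500 cells, flagged as cytotoxic or low count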
# P. falciparum M1AAP: P. falciparum M1AAP inhibitors, biochemical, fluorogenic H-Leu-NHMec substrate, 1536-well (AID 1445) | recombinant M1AAP, H-Leu-NHMec fluorogenic kinetic assay; higher % means a stronger effect | Aminopeptidase N (Plasmodium falciparum (isolate 3D7)) | inhibition, % at 30 µM; hits with a dose series show IC50 in µM | 220,000 tested, 0.42% active;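 active means primary inhibition above the hit cutoff, then over 50% inhibition at one or more dose response concentrations, cut at about 23% in these data, passing the limit was not always enough; inconclusive means conflicting primary data, or primary hits not chosen for dose response; inactive means low primary inhibition, or under 50% at every dose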;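 further: plate controls were DMSO full reaction for no effect and no enzyme background for full effect; strong numbers were not always called active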
# MT stabilizer: microtubule stabilizers in HeLa cells, primary screen, imaging, high-content imaging; 200,000 tested, 0.83% active; % tubulin-high responders, % at 10 µM; HeLa tubulin immunostaining HCS, 24 h; share of cells brighter than vehicle mean+2SD;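 active means plate Z-score above 3 for both tubulin-high and condensed-nucleus cell shares, with cell loss under 80%, at 10 µM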;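 further: anti alpha tubulin signal scored within the nucleus-defined area of each cell; some results filed as inactive read as strong as hits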
# Dynein cargo inh: inhibitors of GR-EGFP nuclear translocation, primary screen, dynein cargo transport inhibitor project, imaging, high-content, 3617.4 mouse cells | test concentration mostly 20 µM; stimulated with dexamethasone, 1 µM; stronger effect = lower value | z-score, hits read low | 220,000 tested, 0.47% active | AID 1381, 2008;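 active means plate z-score of nuclear minus cytoplasmic receptor signal below a set negative limit, without overly bright fluorescence or cell loss, cut at about -3.5 in these data, passing the limit was not always enough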;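 further: z-score of nuclear minus cytoplasmic ring GR-EGFP intensity difference per well; some compounds called inactive have numbers as strong as hits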
#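 Also added: dexamethasone, 1.0 µM final. Medium: tet-free, stripped-serum medium. Detection: fixed, Hoechst-stained cells imaged at 10x for EGFP. Read-out: nuclear-to-cytoplasmic GR-EGFP distribution per well. Times: induction 48 h, compound 1 h, agonist 30 min.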
# Dynein cargo inh cytoplasmic EGFP: second read-out of Dynein cargo inh, no call of its own (marks repeat the call); z-score; measured here: cytoplasmic GR-EGFP intensity; stronger effect = higher value
# Dynein cargo inh nuclear GR-EGFP: further read-out of Dynein cargo inh, marked with its call; z-score; measured here: nuclear GR-EGFP intensity;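 lower value marks the stronger effect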
# Dynein cargo inh cell count: recorded beside Dynein cargo inh, whose call it bears; z-score; measured here: cell count per field
# Ins promoter up cell count: second read-out of Ins promoter up, no call of its own (marks repeat the call); cell count; measured here: cytotoxicity, nuclei count;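 total cells summed across four imaged fields per well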
# bCat nuc transl cell count 5 µM: second read-out of bCat nuc transl, no call of its own (marks repeat the call); cell count; measured here: cell count, cytotoxicity flag
# MT stabilizer Hoechst-high %: further read-out of MT stabilizer, marked with its call; % Hoechst-high responders; measured here: nuclear condensation Hoechst responders;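 share of cells brighter than vehicle mean plus two SD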
# MT stabilizer cytotoxicity %: also measured in MT stabilizer; calls as there; toxicity, %; measured here: cytotoxicity by cell density;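 0% = mean cell density of plate MIN control wells and 100% = no cells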
# Autophagy HCS cell loss 18 h: further read-out of Autophagy HCS, marked with its call; toxicity, %; measured here: cell loss, nuclei count;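 cell loss after 18 h compound exposure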
# Starred values were filed as active, the others as inactive; i = inactive; ? = inconclusive; . = not tested or not shown; & = joins results of further samples; [ ] = remark or other dose. An excerpt; rates above refer to the full screens.
SMILES,M17LAP inhibition,K1F lysis inhibition,ER stress rescue,Autophagy HCS,Autophagy HCS cell loss 18 h,bCat nuc transl,bCat nuc transl cell count 5 µM,Ins promoter up,Ins promoter up cell count,P. falciparum M1AAP,MT stabilizer,MT stabilizer Hoechst-high %,MT stabilizer cytotoxicity %,Dynein cargo inh,Dynein cargo inh cytoplasmic EGFP,Dynein cargo inh nuclear GR-EGFP,Dynein cargo inh cell count
C/C(CC(c1ccccc1)c1c(O)c2ccccc2oc1=O)=N\NC(N)=S (stereo not given),22.7%,4.3%,7.5%,i,8.5,-4.1,508,0.62,1283,4.8%,5.3,2.2,5.6,0.132,0.102,0.637,0.333
Cc1c(/C=N/O)c2ccccc2n1C,-14.0%,0.1%,-3.9%,i,4.1,-0.4,525,.,.,-3.2%,3.1,2.2,3.2,-0.784,-0.224,-0.452,0.972
CN1CCN(c2nc3ccccc3c(=O)n2-c2ccccc2)CC1,11.0%,0.3%,1.0%,i,-4.0,1.5,1087,0.94,1823,9.6%,2.5,3.5,12.6,2.05,-0.128,1.23,-0.677
Cc1ccc(NP(=O)(Oc2ccccc2F)Oc2ccccc2F)cc1C,-18.5%,-2.4%[50 µM],-1.3%,i,11.5,-0.3,915,-0.17,1326,0.9%,4.3,2.3,11.0,-0.0102,-0.249,-0.134,-0.407
Nc1ccccc1C(=O)OCC(=O)N1CCc2ccccc21,1.9%,1.9%,0.5%,i,7.5,-0.1,1085,-0.4,882,7.5%,0.9,2.1,7.6,2.35,0.0747,1.86,-1.26
CCCCOC(=O)C1=C(N)OC2=C(C(=O)CCC2)[C@]12C(=O)Nc1ccccc12,-13.6%,-3.8%,-1.8%,i,12.4,1.3,1186,0.63,1220,3.9%,4.6,3.6,4.3,0.581,-0.276,0.387,-0.357
O=C1NC(=O)C(CCc2ccncc2)(CCc2ccncc2)C(=O)N1CCc1ccc(F)cc1,11.2%,0.2%,-1.4%,i,-11.8,-2.3,1135,-1.26,1304,4.0%,3.0,2.5,7.2,0.0363,-0.225,0.069,1.3
Oc1ccccc1/C=N/NP(=S)(c1ccccc1)c1ccccc1,0.5%,0.4%,-1.6%,i,35.1,-3.1,1069,1.38,1211,3.4%,7.0,1.0,16.2,-0.624,-0.335,-0.0428,0.812
Cc1ccc(C(=O)N[C@@H](C)CN2C3=NC[C@@H](Cc4ccccc4)N3C[C@H]2Cc2ccc(O)cc2)cc1Br,-4.2%,.,-5.0%,i,36.2,-2.4,1122,-1.49,909,9.1%,5.3,2.7,9.6,0.275,0.00918,0.513,-0.477
CCOC(=O)C1SC2(C(F)(F)C(F)F)CC1(O)c1c(c(OC)c3occc3c1OC)O2 (stereo not given),-0.1%,3.4%,-1.5%,i,6.1,2.7,1408,-0.09,1433,3.2%,4.3,2.6,6.5,-0.701,-0.119,-0.354,1.11
Cc1cccnc1-n1c(-c2ccccc2)nc2ccccc2c1=O,1.1%,0.0%,-1.4%,i,18.2,0.7,1342,-0.54,1590,6.8%,1.5,2.0,8.2,-0.369,-0.143,0.00392,-0.00765
CN1C(=O)/C(=C/C=C/c2ccco2)C(=O)NC1=S,13.4%,-1.4%[50 µM],.,.,.,0.4,1312,-0.18,1083,10.7%,.,.,.,-0.757,-0.22,-0.309,0.533
COc1cc2c3c(c1OC)-c1cc(O)ccc1CC3NCC2 (stereo not given),9.5%,0.2%,3.4%,i,-16.7,-5.6,1271,-0.55,1258,3.1%,1.3,0.5,2.0,-0.527,-0.218,-0.219,0.877
O=C(c1ccco1)c1cn(Cc2ccccc2Cl)c2ccccc12,4.7%,1.7%,-1.3%,i,-7.6,-0.6,1125,-0.65,814,-2.5%,1.7,1.1,8.2,2.78,0.0262,1.86,-2.08
Cc1cc(C)cc(N2C(=O)/C(=C\c3ccc(N4CCN(C)CC4)o3)C(=O)NC2=S)c1,7.9%,.,.,.,.,-1.0,1288,0.94,1160,20.4%,.,.,.,-1.24,-0.0703,-0.000447,0.389
O=C(c1ccc(Cl)cc1)C1CCCN(Cc2ccc3nonc3c2)C1 (stereo not given),-2.7%,0.0%,0.2%,i,23.7,1.6,971,-0.98,1414,-8.0%,3.7,2.6,2.0,-0.635,-0.245,-0.499,0.744
CN1CCc2c(C#N)c(Cl)nc(Cl)c2C1,-50.1%,-0.2%,-2.3%,i,25.6,-0.1,1068,0.19,1468,5.9%,6.7,1.4,9.2,-0.478,-0.00462,-0.193,-1.01
C=CCn1c(O)c(C(C)=NC2CCN(Cc3ccccc3)CC2)c(=O)[nH]c1=O,3.8%,.,.,.,.,0.4,1355,-0.77,999,-1.5%,.,.,.,-0.804,-0.731,-0.731,0.499
CCCCC(=O)N/N=C/c1c(O)n(Cc2ccc(F)cc2)c(=O)[nH]c1=O,-9.7%,-0.7%,.,.,.,0.3,1322,.,.,-13.6%,.,.,.,-0.833,1.26,0.152,0.757
CN1C(=O)N(C)C(=O)C2(Sc3ccccc3C2=O)C1=O,-25.5%,0.6%,-0.9%,i,-8.4,0.2,1159,0.8,914,2.5%,1.4,3.0,7.0,0.785,-0.202,0.52,-0.532
O=C(NC(Oc1ccccc1)C(Cl)(Cl)Cl)c1ccccc1 (stereo not given),-4.1%,0.1%,-1.2%,i,1.4,1.4,1395,1.14,1558,9.1%,1.6,0.8,7.5,-0.425,-0.19,-0.294,0.437
CCCCN1C(=O)/C(=C/C=C/c2ccco2)C(=O)NC1=S,29.1%,0.2%,0.6%,i,4.4,-0.4,1066,1.65,1597,14.0%,4.2,1.8,6.1,-1.28,1.21,-0.67,-1.14
CC(C)N(CCC(C(N)=O)(c1ccccc1)c1ccccn1)C(C)C (stereo not given),-12.3%,0.4%&5.1%,-3.8%,i,30.0,-0.9,565,.,.,2.5%,1.5,2.9,11.6,-0.173,-0.275,0.0975,0.975
O=C1NS(=O)c2cc([N+](=O)[O-])cc([N+](=O)[O-])c21 (stereo not given),-0.5%,-0.2%,-0.6%,i,3.9,-0.5,1525,0.29,1227,-0.3%,3.8,1.9,13.1,0.544,-0.287,1,-1.51
COP(=O)(Cc1ccc(C#N)o1)OC,-0.6%,-1.3%,.,.,.,0.4,1320,0.2,1091,4.3%,.,.,.,0.801,-0.252,-0.0229,-0.517
Cc1ccn2nc(S(=O)(=O)Nc3c(F)cccc3F)nc2n1,-1.9%,3.5%,-0.3%,i,-14.8,.,.,1.14,1034,8.0%,4.8,2.8,6.4,-0.846,-0.267,-0.586,0.812
CCOC(=O)c1c(-n2c(C)cc(C=C3C(=O)NC(=S)NC3=O)c2C)sc2c1CCCC2,25.1%,1.9%,-0.8%,i,20.4,3.5,1099,-0.03,1710,20.1%,68.3,3.3,67.0,-4.56*,0.803*,-2.34*,-0.086*
C=C1C(O)(c2ccccc2)C2CC[N+]1(C)CC2 (stereo not given),-1.4%,0.1%,-0.6%,i,2.2,-2.2,1198,-0.03,1564,30.9%,3.4,1.9,3.4,-0.186,-0.282,-0.951,-0.304
CC/C(=C\C=C\[C@@H]1C=C[C@@H]2CCC[C@H]2[C@@H]1C(=O)c1ccc[nH]1)[C@@H]1O[C@@H]([C@@H](C)C(=O)O)CC[C@@H]1C,26.1%,.,-0.5%,i,9.2,5.8,908,?,.,1.4%,3.4,1.8,7.7,1.02,0.187,0.975,-2.41
O=C(COc1ccccc1)N1CCN(CC(O)COc2ccccc2)CC1 (stereo not given),-3.8%,0.4%,1.3%,i,4.2,-2.5,1137,0.26,1250,4.7%,2.7,3.4,4.9,2.56,-0.0283,1.96,-1.07
CSc1ccc(C(=O)C2CCCN(Cc3ccn[nH]3)C2)cc1 (stereo not given),18.4%,-0.1%,.,.,.,-0.1,1356,-0.56,1089,6.0%,.,.,.,1.87,-0.161,1,-1.75
Cc1cc(N2C(=O)C3CCCN3C2c2cccc(Cl)c2)no1 (stereo not given),0.2%,0.8%,6.8%,i,-3.0,-3.6,553,-0.21,1298,-2.5%,3.1,2.2,3.5,-0.0674,-0.254,-0.173,0.332
CN(C)c1ccc(/C=C2/C(=O)NC(=O)N(Cc3ccco3)C2=O)cc1,-6.7%,0.2%,-2.7%,i,2.8,.,.,0.81,1322,-0.3%,5.9,2.8,7.5,-0.929,-0.284,-0.682,0.873
